Source: PubChem BioAssay
JMJD2A Tudor inh: blocks the human JMJD2A Tudor domain | AlphaScreen JMJD2A-Tudor / H3K4me3 peptide binding | O75164 | actives 4.4% (n = 390,000) | AID 504339 | Potency, µM (series often up to 114 µM), inactives show at the top dose activity change, negative = inhibition, hits mostly inhibitors; note: potency is the fitted concentration of half-maximal effect; % is set by controls: 0 for no effect and ±100 for the full control effect; nearly all actives have a fitted effect of over 50% in size
HP1b binding inh: HP1-beta chromodomain-methylated histone interaction inhibition. AlphaScreen HP1-beta / biotin-H3K9me3 peptide binding. Potency, µM (titrated, usually from 114 µM), for the others: at the top dose activity change, negative = inhibition, hits mostly inhibitors. actives 0.56% (n = 390,000). AID 540317; note: potency is the fitted concentration of half-maximal effect; nearly all actives have a fitted effect of over 70% in size; inactives centre near 23
Target sequence (P83916 whole entry, looked up): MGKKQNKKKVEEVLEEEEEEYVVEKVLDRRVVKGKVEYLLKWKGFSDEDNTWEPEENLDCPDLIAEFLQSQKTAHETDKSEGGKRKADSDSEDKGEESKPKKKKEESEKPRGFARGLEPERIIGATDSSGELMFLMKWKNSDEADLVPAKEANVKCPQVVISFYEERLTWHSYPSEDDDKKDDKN
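HP1-beta protein (50 nM final) preincubated 30 min at room temperature with biotinylated H3(1-18)K9me3 peptide (50 nM) in PBS pH 7.4, 0.01% Tween-20, then compound added for 30 min. AlphaScreen streptavidin donor/nickel chelate acceptor beads (10 ug/mL final), 30 min dark, luminescence read.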
Pol eta inh: DNA polymerase eta (human) inhibition; Potency, µM (doses to about 114 µM), without a hit: top-dose activity change, negative = inhibition, actives largely listed as inhibitors; actives 1.2% (n = 390,000); recombinant Pol eta, fluorescent DNA replication assay; note: potency is the fitted concentration of half-maximal effect; % is set by controls: 0 for no effect and ±100 for the full control effect
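Pol eta (10 nM) was preincubated with compounds for 15 min at room temperature, after which fluorescent replication substrate (50 nM final) was added to start the reaction. Fluorescence was read kinetically at 0 and 10 min.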
BAZ2B inh: inhibitors of human BAZ2B bromodomain; AlphaScreen BAZ2B-H3K14Ac peptide displacement; Potency, µM (highest dose often 114 µM), for inactives: at the highest dose activity change, negative = inhibition, hits mostly inhibitors; actives 4.4% (n = 360,000); Q9UIF8; note: potency is the fitted concentration of half-maximal effect; % is set by controls: 0 for no effect and ±100 for the full control effect; nearly all actives have a fitted effect of over 60% in size
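Inhibition is scored as reduced AlphaScreen emission. The BAZ2B/b-H3(5-23)K14Ac complex (50 nM each) in PBS pH 7.4, 0.01% Tween-20 meets compound (up to 110 uM) for 30 min at RT before bead addition.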
G9a block: inhibitors of human histone lysine methyltransferase G9a | Q96KQ7 | G9a H3K9 monomethylation, AlphaScreen, 2 h | Potency, µM (doses to about 102 µM), for inactives: top-dose activity, negative = inhibition, most hits filed as inhibitors | actives 8.8% (n = 350,000) | AID 504332; note: potency is the fitted concentration of half-maximal effect; % is set by controls: 0 for no effect and ±100 for the full control effect; nearly all actives have a fitted effect of over 75% in size
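Enzyme 20 nM + cpd, 15 min RT; add b-H3K9 pep 500 nM / SAM 20 uM; 2 h RT; anti-H3K9me1 Ab 0.5 ug/mL + SA donor / anti-rabbit acceptor beads 20 ug/mL each, 10 min; AlphaScreen read.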
PI4K2A block: blocks human PI4K2A kinase activity; actives 0.13% (n = 420,000); purified PI4K2A, ADP-Glo luminescence, 1 h; hits give low values; activity change, negative = inhibition, % at 76.9 µM; AID 1346378; in the data active = activity change below about -50%; inconclusive = mostly about -30% to -49%;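 note: -100% = wells without enzyme as full effect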
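ADP-Glo luminescence measured ADP generated by PI4K2A enzyme (4 ug/mL before mixing) with 1.2 mM PI substrate (pre-mix) and 300 microM ATP (pre-mix). Tris pH7.5 buffer with MgCl2, Triton X-100; 1 h reaction at ambient temperature.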
Pin1 inhibitor: blocks the human prolyl isomerase Pin1 | Pin1 FP peptide displacement, HiFluor488, 10 min | AID 504891 | Q13526 | actives 0.009% (n = 390,000) | Potency, µM (doses to about 115 µM), for inactives: at the top dose activity, negative = inhibition, actives largely listed as inhibitors; active = well fitted inhibition curve with a large enough effect in the polarisation, with a control signal flat, not every such curve was filed as active; inconclusive = small, poorly fitted or top-dose-only effect, or effect the other way, or a change in a side signal; inactive = no such curve, though single readings can be large or run the other way; the % refers to the polarisation; note: potency is the fitted concentration of half-maximal effect; % is set by controls: 0 for no effect and ±100 for the full control effect
Target sequence (Q13526 whole entry, looked up): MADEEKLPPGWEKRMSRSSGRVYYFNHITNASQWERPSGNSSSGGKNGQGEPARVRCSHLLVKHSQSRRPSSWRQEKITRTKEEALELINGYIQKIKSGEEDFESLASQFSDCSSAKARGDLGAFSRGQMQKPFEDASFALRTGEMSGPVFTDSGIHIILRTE
GLS inh: blocks human kidney-isoform glutaminase activity; GLS enzymatic activity, qHTS titration; O94925; Potency, µM (doses to about 45.5 µM), without a hit: top-dose activity change, negative = inhibition, hits mostly inhibitors; AID 624170; actives 0.21% (n = 410,000); note: potency is the fitted concentration of half-maximal effect; % is set by controls: 0 for no effect and ±100 for the full control effect
Target sequence (O94925 whole entry, looked up, canonical isoform): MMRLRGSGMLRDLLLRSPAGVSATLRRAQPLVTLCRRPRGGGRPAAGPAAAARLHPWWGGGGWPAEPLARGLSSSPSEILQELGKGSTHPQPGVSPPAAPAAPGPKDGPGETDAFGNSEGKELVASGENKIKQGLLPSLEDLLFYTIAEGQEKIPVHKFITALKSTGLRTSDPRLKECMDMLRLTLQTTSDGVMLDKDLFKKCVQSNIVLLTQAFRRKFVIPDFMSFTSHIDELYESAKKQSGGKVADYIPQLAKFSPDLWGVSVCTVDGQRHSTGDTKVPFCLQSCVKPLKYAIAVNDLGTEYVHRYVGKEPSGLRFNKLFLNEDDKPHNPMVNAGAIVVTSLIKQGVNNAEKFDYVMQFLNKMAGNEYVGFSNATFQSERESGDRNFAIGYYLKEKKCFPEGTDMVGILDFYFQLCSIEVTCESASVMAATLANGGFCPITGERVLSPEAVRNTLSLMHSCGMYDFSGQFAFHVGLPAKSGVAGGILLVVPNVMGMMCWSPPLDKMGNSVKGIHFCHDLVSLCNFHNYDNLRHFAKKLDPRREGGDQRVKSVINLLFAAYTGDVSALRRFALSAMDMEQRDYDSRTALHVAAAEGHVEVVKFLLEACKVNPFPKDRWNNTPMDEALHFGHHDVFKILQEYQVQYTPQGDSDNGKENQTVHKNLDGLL
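Coupled fluorescence readout: glutamate oxidase/HRP/Amplex Red detect glutamate formed by hKGA from L-glutamine (1 mM solution added). Buffer 45 mM KH2PO4 pH 8.2, 0.02% Tween-20; reads at t0 and 30 min RT.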
PGK inhibitor: T. brucei PGK inhibition; P07378; PGK/GAPDH coupled, Kinase-Glo luminescence, 60 min; Potency, µM (series often up to 57.5 µM), for inactives: top-dose activity change, negative = inhibition, usual class: inhibitors; actives 0.043% (n = 380,000); AID 602233; note: potency is the fitted concentration of half-maximal effect; % is set by controls: 0 for no effect and ±100 for the full control effect; nearly all actives have a fitted effect of over 60% in size
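Luminescent ATP detection (Kinase-Glo Plus) follows a 60-minute room-temperature incubation, with wells lacking PGK as controls. Buffer: 100 mM TEA (pH 7.6), 5 mM MgCl2, 0.01% Tween-20. Coupling enzyme GAPDH (100 nM final) supplies unstable 1,3-BPG in-well.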
* marks the source's active call; other numbers are inactive results; i = inactive; ? = inconclusive; · = no result given; [ ] = dose if it differs, or a comment. Unless noted, calls come from the whole dose curve; as a rule, active = well fitted curve in the direction sought with a large enough effect; inconclusive = small, poorly fitted or top-dose-only effect, or another doubt; inactive = no such curve, though single readings can be large; an effect the other way counts as inactive or inconclusive. Only part of the results is shown; the hit share may differ from the screen's.

SMILES	JMJD2A Tudor inh	HP1b binding inh	Pol eta inh	BAZ2B inh	G9a block	PI4K2A block	Pin1 inhibitor	GLS inh	PGK inhibitor
O=C(Nc1c2c(nn1-c1ccccc1)CS(=O)C2)c1ccc2c(c1)OCO2 (stereo not given)	-13%	12%	-5%	-12%	·	1	7%	0%	-12%
Cc1ccc(NS(=O)(=O)c2ccc(-c3ccc(=O)[nH]n3)o2)c(C)c1	-18%	22%	?	2%	-9%	5	-12%	-4%	i
O=C(Nc1cn(-c2ccccc2)nc1-c1cccs1)c1ccco1	-19%	23%	-8%	3%	?	1	6%	9%	-2%
CCOC(=O)CC(NC(=O)c1cc2cc(Cl)cc(Cl)c2oc1=O)c1cccc([N+](=O)[O-])c1 (stereo not given)	-27%	-2%	-8%	3%	17%	-5	4%	5%	6%
CC(=O)N1CCOc2ccc(S(=O)(=O)N3CCCCC3)cc21	13%	32%	5%	-8%	42%[59 µM]	-2	2%	0%	-2%
COc1ccc(-c2nc3ccncc3[nH]2)cc1OC	-3%	24%	12%	1%	·	-9	-4%	8%	-8%
COc1ccc(Cl)cc1CNCCSc1nnnn1-c1ccccc1	3%	94%[activator]	-22%	1%	-4%[59 µM]	-2	3%	1%	i
O=C(Nc1ccc(S(=O)(=O)N2CCCC2)cc1)c1ccc(CN2CCc3ccccc3C2)cc1	-30%	12%	-11%	-21%	-29%[59 µM]	1	5%	8%	-4%
COc1ccc(NC(=O)c2cc3c(=O)n(C)c4cc(Cl)ccc4c3s2)cc1Cl	-11%	22%	-4%	3%	-15%[59 µM]	-6	-8%	-4%	-6%
O=C(COc1ccccc1F)N1c2ccccc2CCc2ccccc21	-16%	11%	-20%	-1%	20%	-3	7%	2%	-1%
COc1ccc(OC)c(NC(=O)CCNS(=O)(=O)c2ccc3c(c2)CC(C)N3C(C)=O)c1 (stereo not given)	·	·	-11%	·	·	-3	·	-4%	i
OCCN(CC(O)COc1ccccc1)CC(O)Cn1ccc2ccccc21 (stereo not given)	?	-3%	-5%	-6%	13%	-1	0%	8%	-1%
O=C(Nc1ccccc1)N1CCC(C(=O)N2CCN(S(=O)(=O)c3cccc(F)c3)CC2)CC1	-12%	6%	-9%	23%	-7%	-1	0%	0%	-6%
CCn1c(C)c(C)c2cc(C(=O)NCCc3cc(OC)c(OC)c(OC)c3)ccc21	?	-12%	-17%	45µM*	?	2	16%	4%	11%
COc1ccc(Nc2cc(C)nc(N3CCN(C(=O)c4ccc5c(c4)OCO5)CC3)n2)cc1	-3%	32%	?	-31%	-43%	-2	4%	8%	-4%

Rewritten with values under each structure: 10 of the compounds above.
Below each compound: JMJD2A Tudor inh | HP1b binding inh | Pol eta inh | BAZ2B inh | G9a block | PI4K2A block | Pin1 inhibitor | GLS inh | PGK inhibitor
- O=C(Nc1c2c(nn1-c1ccccc1)CS(=O)C2)c1ccc2c(c1)OCO2 (stereo not given)
    -13% | 12% | -5% | -12% | · | 1 | 7% | 0% | -12%
- Cc1ccc(NS(=O)(=O)c2ccc(-c3ccc(=O)[nH]n3)o2)c(C)c1
    -18% | 22% | ? | 2% | -9% | 5 | -12% | -4% | i
- O=C(Nc1cn(-c2ccccc2)nc1-c1cccs1)c1ccco1
    -19% | 23% | -8% | 3% | ? | 1 | 6% | 9% | -2%
- CCOC(=O)CC(NC(=O)c1cc2cc(Cl)cc(Cl)c2oc1=O)c1cccc([N+](=O)[O-])c1 (stereo not given)
    -27% | -2% | -8% | 3% | 17% | -5 | 4% | 5% | 6%
- CC(=O)N1CCOc2ccc(S(=O)(=O)N3CCCCC3)cc21
    13% | 32% | 5% | -8% | 42%[59 µM] | -2 | 2% | 0% | -2%
- COc1ccc(-c2nc3ccncc3[nH]2)cc1OC
    -3% | 24% | 12% | 1% | · | -9 | -4% | 8% | -8%
- COc1ccc(Cl)cc1CNCCSc1nnnn1-c1ccccc1
    3% | 94%[activator] | -22% | 1% | -4%[59 µM] | -2 | 3% | 1% | i
- O=C(Nc1ccc(S(=O)(=O)N2CCCC2)cc1)c1ccc(CN2CCc3ccccc3C2)cc1
    -30% | 12% | -11% | -21% | -29%[59 µM] | 1 | 5% | 8% | -4%
- COc1ccc(NC(=O)c2cc3c(=O)n(C)c4cc(Cl)ccc4c3s2)cc1Cl
    -11% | 22% | -4% | 3% | -15%[59 µM] | -6 | -8% | -4% | -6%
- O=C(COc1ccccc1F)N1c2ccccc2CCc2ccccc21
    -16% | 11% | -20% | -1% | 20% | -3 | 7% | 2% | -1%

(listing goes on)
SMILES	JMJD2A Tudor inh	HP1b binding inh	Pol eta inh	BAZ2B inh	G9a block	PI4K2A block	Pin1 inhibitor	GLS inh	PGK inhibitor
O=S1(=O)NC(=NCCc2ccccn2)c2ccccc21	-9%	23%	10%	-9%	14%	6	-2%	4%	5%
CC1CCN(S(=O)(=O)c2nnc(NC(=O)c3cccc([N+](=O)[O-])c3)s2)CC1	-7%	36%	-20%	-23%	?	1	-4%	33%[activator]	-8%
Cc1ccc(C(=O)COC(=O)c2cnccn2)cc1	-51%	30%	2%	2%	?	-3	-1%	2%	-1%
CCOC(=O)C1(CCOc2ccccc2)CCN(Cc2ccc3c(c2)OCCO3)CC1	-24%	16%	-13%	-15%	·	-4	2%	-1%	-2%
NC(=O)c1ccccc1OCC(=O)c1ccc(Cl)cc1	-8%	12%	-13%	-7%	28%	-5	15%	3%	-3%
O=C1Nc2ccccc2C1(O)c1ccccc1 (stereo not given)	-22%	56%[activator]	-9%	-3%	6%	2	-1%	-4%	·
COc1ccc(CCNCC(=O)Nc2ccc(OC(F)(F)F)cc2)cc1OC	20µM*	?	-12%	?	32µM*	-1	-15%	-2%	-6%
CCOC(=O)CSc1nc2ccccc2n1CC(=O)N1CCN(c2ccccc2)CC1	0%	24%	-5%	-9%	-44%	-2	-2%	4%	-6%
Cc1ccc(NC(=S)N2CCCCC2)cc1C	-9%	5%	-18%	-12%	-4%[59 µM]	3	3%	0%	i
Cc1ccc(C(=O)NC(=S)Nc2ccc(N3CCOCC3)cc2)cc1C	50µM*	?	-12%	20µM*	?	-5	6%	11%	7%
O=C(NN1C(=O)c2ccccc2NC1c1ccco1)c1ccc([N+](=O)[O-])cc1 (stereo not given)	-16%	38%	-12%	-13%	10%	6	1%	7%	-2%
O=C(CSCc1cccc(Cl)c1)N1CCN(Cc2ccc3c(c2)OCO3)CC1	-34%	9%	-13%	-36%	-15%[59 µM]	-7	-1%	2%	0%
COc1ccc(C(CNC(=O)Cc2ccc(-c3ccccc3)cc2)N(C)C)cc1 (stereo not given)	-30%	-17%	-15%	-11%	6%	-24	4%	4%	-5%
CC(C)Cn1c(SCC(=O)NCc2ccco2)nnc1-c1ccncc1	1%	34%	3%	-8%	16%[59 µM]	-19	3%	4%	7%
COc1ccc(/C=C(\NC(=O)c2cccs2)C(=O)Nc2ccccc2C)cc1OC	-5%	28%	-12%	-6%	0%	2	41%[activator]	11%	-4%
CCc1ccccc1NC(=O)CNC(=O)CCNC(=O)Nc1ccccc1	-14%	4%	-14%	11%	9%[12.7 µM]	2	5%	3%	-5%
CN(C(=O)CSc1ncnc2sc3c(c12)CCC3)C1CCS(=O)(=O)C1 (stereo not given)	-4%	39%	-11%	0%	?	2	0%	-15%	-2%
O=C(c1ccc(S(=O)(=O)N2CCOCC2)cc1)N1CCOCC1	-4%	23%	-7%	-7%	19%	2	4%	-12%	-10%
CC(C)n1nnnc1SCC(=O)c1ccc2c(c1)OCCO2	11%[11.4 µM]	-17%	-10%	10%	-8%	2	3%	47%[activator]	-6%
O=C1CC(c2ccco2)Sc2ccccc2N1 (stereo not given)	-26%	19%	-14%	-17%	40µM*	5	1%	12%	-9%
Cc1cccc(C)c1NC(=O)C(NC=O)c1ccc(N(C)C)cc1 (stereo not given)	4%	11%	-13%	7%	-5%	-5	-3%	56%[activator]	-2%
CCCCCOc1ccc(NC(=O)c2cc(SC)ccc2Cl)cc1	-5%	44%[activator]	-11%	3%	17%[59 µM]	0	-2%	-8%	-2%
O=C(c1cc([N+](=O)[O-])cc([N+](=O)[O-])c1)N1CCN(Cc2ccc3c(c2)OCO3)CC1	-29%	-6%	-11%	-26%	-9%	1	2%	2%	i
CC(C)N(Cc1ccccc1)C(=O)CN1C(=O)NC2(CCOc3ccccc32)C1=O (stereo not given)	-8%	16%	-2%	·	·	1	0%	0%	-2%
Cc1ccc(CNC(=O)CN(c2cc(C)cc(C)c2)S(=O)(=O)c2c(C)noc2C)cc1	-7%	53%[activator]	-14%	·	7%[59 µM]	1	1%	3%	i
Cc1ccc(/C=N\NC(=O)CC(=O)NCCc2ccccc2)cc1	-21%	62%[activator]	-15%	-3%	-37%[59 µM]	3	24%	-4%	-5%
COc1ccc(-c2cn3cccnc3n2)cc1NC(=O)c1ccc(Br)o1	?	36%	-30%	?	2.8µM*	2	?	-4%	-7%
Cc1ccnc(NC(=O)c2ccc3c(c2)C(=O)N(CCC(C)C)C3=O)c1	2%	13%	-11%	-13%	25%	-3	-9%	-19%	i
COc1ccc(-c2nc(Cn3c(SCc4ccc(C)cc4)nc4cccnc43)c(C)o2)cc1OC	?	-3%	-23%	?	?	-4	45%[activator]	6%	i
Cc1cc(Cl)ccc1NC(=S)NCc1ccccc1	-4%	21%	0%	6%	14%[59 µM]	4	-8%	20%	-4%
